GPR7 antagonist: human neuropeptides B/W receptor 1 antagonism. P48145. GPR7-expressing cells, fluorescence antagonist assay. inhibition, % at 4.4 µM. hit rate 1.1% among 290,000. AID 1861; in the data active means inhibition above about 16%, passing the limit was not always enough;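 further: cells stimulated with the agonist NPW; 0% = agonist with vehicle and 100% = vehicle without agonist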
Target sequence (P48145 whole entry, looked up): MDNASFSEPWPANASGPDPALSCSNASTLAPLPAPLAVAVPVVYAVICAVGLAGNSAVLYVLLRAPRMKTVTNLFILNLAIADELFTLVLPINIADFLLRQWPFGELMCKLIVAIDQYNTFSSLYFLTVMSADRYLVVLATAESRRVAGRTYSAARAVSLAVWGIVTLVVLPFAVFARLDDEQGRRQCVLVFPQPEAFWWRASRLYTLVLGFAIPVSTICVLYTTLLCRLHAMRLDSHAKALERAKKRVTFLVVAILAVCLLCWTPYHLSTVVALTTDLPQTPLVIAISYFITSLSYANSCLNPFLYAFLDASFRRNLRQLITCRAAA
OXTR ag: agonists of human oxytocin receptor | P30559 | CHO-OTR cells, Fluo-8 calcium fluorescence; normalized: DMSO 0%, oxytocin 100% | activation, % at 3 µM | hit rate 0.32% among 320,000;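 active means activation above the mean of all tested compounds plus 3 SD, cutoff set per screening run, cut at about 20% in these data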;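 further: peak over basal fluorescence ratio from a 100 s FLIPR kinetic read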
PHOSPHO1 inh: PHOSPHO1 (human) inhibition; Q8TCT1; recombinant PHOSPHO1, absorbance phosphatase assay; inhibition, % at 13.3 µM; hit rate 1.1% among 290,000; in the data active means inhibition above about 60%
MEKK3 PB1 HTS: raises or lowers MEK5 binding to the human MEKK3 PB1 domain; bead-based flow cytometry, Alexa488-MEK5 binding to MEKK3; actives lie on both sides; 0 = blocked by unlabeled MEK5, 100 = vehicle; binding response (% of control), % at 10 µM; hit rate 1.4% among 290,000; AID 1529;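 active means binding response more than 3 SD above or below the average of its plate-row segment, actives on both sides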;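 further: Alexa488 bead fluorescence after subtracting the streptavidin-only scavenger bead signal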
Target sequence (Q99759 whole entry, looked up, the tested form may be a part): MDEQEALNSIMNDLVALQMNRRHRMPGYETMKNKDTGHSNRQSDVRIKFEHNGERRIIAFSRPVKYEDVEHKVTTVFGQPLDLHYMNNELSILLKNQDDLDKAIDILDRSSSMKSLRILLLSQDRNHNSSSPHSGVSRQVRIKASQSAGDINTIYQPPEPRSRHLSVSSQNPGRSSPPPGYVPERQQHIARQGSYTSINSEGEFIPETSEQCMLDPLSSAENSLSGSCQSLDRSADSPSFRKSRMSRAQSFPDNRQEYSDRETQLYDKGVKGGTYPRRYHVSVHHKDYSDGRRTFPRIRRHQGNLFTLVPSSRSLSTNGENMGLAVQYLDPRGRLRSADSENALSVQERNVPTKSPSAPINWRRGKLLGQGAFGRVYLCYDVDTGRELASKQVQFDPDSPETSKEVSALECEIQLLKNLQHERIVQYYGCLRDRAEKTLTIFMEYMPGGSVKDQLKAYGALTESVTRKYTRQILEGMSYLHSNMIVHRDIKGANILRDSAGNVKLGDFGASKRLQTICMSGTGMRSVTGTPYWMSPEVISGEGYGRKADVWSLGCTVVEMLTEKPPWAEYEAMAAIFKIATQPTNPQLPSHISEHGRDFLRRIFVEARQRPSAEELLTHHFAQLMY
NALP1 inh: blocks the NALP1 inflammasome reconstituted in yeast; S. cerevisiae NALP1/ASC/caspase-1 growth, X-gal OD620, 72 h; inhibition, % at 10 µM; hit rate 0.61% among 280,000; AID 2071; in the data active means inhibition mostly above about 24%, no sharp cut-off; inactive means mostly below about 32%; further: some compounds called inactive have numbers as strong as hits
M18AAP inhibitor: PfM18AAP enzyme inhibition. inhibition, % at 7.35 µM. AID 1822. recombinant PfM18AAP, H-Glu-NHMec fluorogenic cleavage. hit rate 1.2% among 290,000;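 active means inhibition above the campaign mean inhibition over all tested compounds plus 3 SD, cut at about 28% in these data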;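 further: 0% = plate median of test compound wells and 100% = 2 mM ZnCl2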
MEKK2 mut-MEK5: signal of MEK5 binding to mutant human MEKK2 PB1 domain | bead flow cytometry, Alexa488-MEK5 binding to MEKK2 mutant | percent response, % at 10 µM | hit rate 0.35% among 290,000 | AID 1530; in the data active means percent response above about 24%, passing the limit was not always enough; further: inactives centre near 1; some results filed as inactive read as strong as hits; reference of the scale not given here
DNA FID counter: displaces DNA intercalator in HCV helicase counter-screen. DNA fluorescent intercalator displacement, fluorescence. inhibition, % at 7.9 µM. hit rate 0.17% among 290,000. AID 1845; in the data active means inhibition above about 37%;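 further: 0% = vehicle and 100% = reference compound; higher means more ethidium bromide displaced from hairpin DNA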
MEKK2 WT-MEK5: raises or lowers MEK5 binding to wildtype human MEKK2 PB1 domain | Q9Y2U5 | bead flow cytometry, Alexa488-MEK5 binding to MEKK2 WT; actives lie on both sides | binding response (% of control), % at 10 µM | hit rate 1.1% among 290,000 | AID 1531; in the data active means binding response below about 67% or above about 130%
Numbers without * were called inactive; nt = not tested or not shown; [ ] = dose if it differs, or a comment.

SMILES | GPR7 antagonist | OXTR ag | PHOSPHO1 inh | MEKK3 PB1 HTS | NALP1 inh | M18AAP inhibitor | MEKK2 mut-MEK5 | DNA FID counter | MEKK2 WT-MEK5
COc1ccccc1-c1nnc(SCC(=O)N2CCOCC2)o1 | -4.8 | 1.2 | 35.8 | 118.0 | 16.1 | 3.9 | 2.0 | -6.2 | 106.0
CC(C)(C)OC(=O)N1CCC[C@H]1C(=O)NCC1CCC(C(=O)O)CC1 (some centres not stated) | -2.4 | 0.5 | 5.1 | 88.0 | 10.6 | 3.5 | -6.0 | -2.9 | 91.0
Cc1sc2ncn(CC(=O)NCCCN3CC(C)CC(C)C3)c(=O)c2c1S(=O)(=O)N1CC(C)CC(C)C1 (configuration not stated) | -7.0 | 0.7 | 22.8 | 100.0 | 10.4 | -7.3 | 1.0 | 4.1 | 105.0
CCN(CC)CCNC(=S)Nc1ccc2nc(N3CCCC3)cc(C)c2c1 | -7.4 | 0.0 | -32.7 | 112.0 | 1.8 | -16.4 | -2.0 | 48.7* | 103.0
CC(C)OC(=O)c1nn2c(C(F)(F)F)cc(-c3ccc(Br)o3)nc2c1Br | -7.4 | -0.6 | 25.3 | 97.0 | -1.2 | -17.6 | -3.0 | -9.1 | 88.0
CCCCCSc1nnc(C)c(=O)[nH]1 | 2.5 | 0.4 | 29.8 | 102.0 | 13.9 | 3.2 | 4.0 | -1.6 | 103.0
Cc1ccc2nc(-c3ccc(NC(=O)CN(c4ccccc4C)S(C)(=O)=O)cc3)sc2c1 | 0.5 | 1.3 | -4.0 | 108.0 | 45.0 | 1.5 | 9.0 | 0.4 | 117.0
CN1C(=O)C(O)(CC(=O)c2ccccn2)c2cc(Br)ccc21 (configuration not stated) | 7.5 | 0.3 | -7.2 | 104.0 | 27.2 | 4.0 | 3.0 | -3.1 | 104.0
COCCCN=C1NN=C(c2cc(C)n(Cc3ccccc3Cl)c2C)CS1 | -5.1 | 2.5 | -5.9 | 85.0 | 0.0 | -3.6 | -2.0 | -10.3 | 95.0
O=C(c1cccs1)N1CCN(Cc2ccc3c(c2)OCO3)CC1 | 3.0 | 0.9 | -1.6 | 101.0 | 5.5 | -0.6 | -2.0 | -5.7 | 98.0
CCCOc1ccc(N2C(=O)CC(N(Cc3ccco3)C(=O)CC)C2=O)cc1 (configuration not stated) | -10.3 | -3.0 | 13.9 | 97.0 | nt | -0.1 | -5.0 | -14.4 | 96.0
CCOC(=O)C1=C(C)N(c2nonc2NC(C)=O)C(N)=C(C#N)C1c1ccccc1F (configuration not stated) | 0.6 | 1.1 | 2.3 | 102.0 | 8.0 | -4.7 | 1.0 | -15.2 | 103.0
C=CCN(CC=C)CCOc1ccccc1[N+](=O)[O-] | -7.5 | 0.3 | 29.2 | 117.0 | 1.4 | 1.1 | -6.0 | 8.4 | 110.0
CCCC1OC2CC3C4CCC5=CC(=O)C=CC5(C)C4C(O)CC3(C)C2(C(=O)O)O1 (configuration not stated) | -11.7 | -0.6 | 1.0 | 101.0 | 10.9 | 2.2 | 5.0 | -19.8 | 99.0
COc1ccc(-c2ccc(-c3noc(-c4ccccc4C)n3)c(OC)n2)cc1 | -12.9 | -0.1 | -41.5 | 97.0 | 4.2 | -3.6 | -1.0 | -2.6 | 97.0
CC(C)CC(/C(O)=C(\C#N)c1nc2ccccc2[nH]1)N1C(=O)c2ccccc2C1=O (configuration not stated) | -15.8 | -0.1 | 10.9 | 111.0 | 8.9 | -5.8 | 11.0 | -22.4 | 107.0
Cc1cc2c(c(=O)n1Cc1ccc3c(c1)OCO3)C(c1cccnc1)C(C#N)=C(N)O2 (configuration not stated) | -7.3 | -0.2 | 6.8 | 99.0 | -7.5 | -10.2 | -2.0 | -11.0 | 96.0
Cc1ccc2[nH]c3c(=O)[nH]ncc3c2c1 | 10.1 | -0.6 | 4.7 | 102.0 | 10.6 | 2.0 | 0.0 | -0.6 | 102.0
O=C(CSc1ncnc2nc[nH]c12)Nc1ccc(Br)cc1Cl | -8.8 | 3.9 | 36.8 | 102.0 | nt | 1.0 | -2.0 | -6.9 | 100.0
C/C(N)=C(/C#N)C(=O)COC(=O)C1CCC(C(C)(C)C)CC1 (configuration not stated) | -0.6 | 9.8 | 13.9 | 106.0 | 19.8 | 3.5 | 3.0 | -19.1 | 99.0
NC(=O)CNC(=O)C1CCN(S(=O)(=O)c2ccc(-n3cnnn3)cc2)CC1 | 4.4 | 1.4 | 46.2 | 97.0 | 12.7 | 4.3 | -11.0 | 1.9 | 87.0
Cc1ccc(S(=O)(=O)Nc2ccc3[nH]ccc3c2)cc1 | -1.6 | 3.5 | 28.6 | 100.0 | 16.4 | 4.8 | 2.0 | -2.0 | 101.0
CCc1c(C)sc(NC(=O)CSc2nc3c(c(C(F)(F)F)n2)CCc2ccccc2-3)c1C#N | -19.0 | 1.1 | 45.2 | 98.0 | 32.3 | 6.4 | 7.0 | -1.0 | 95.0
C=CCNC(=O)CCC(=O)NNc1nc2ccccc2c2nc(-c3ccccc3)nn12 | -2.1 | -0.5 | -0.8 | 100.0 | 5.7 | 2.5 | 4.0 | -16.1 | 101.0
CCCCC(=NCCO)C1=C(O)C(C(=O)OC)C(C)(C)CC1=O (configuration not stated) | 0.8 | -1.5 | 18.0 | 104.0 | 37.1 | -12.4 | 5.0 | -10.7 | 103.0

6 successive entries from above, for reference:
SMILES | GPR7 antagonist | OXTR ag | PHOSPHO1 inh | MEKK3 PB1 HTS | NALP1 inh | M18AAP inhibitor | MEKK2 mut-MEK5 | DNA FID counter | MEKK2 WT-MEK5
C/C(N)=C(/C#N)C(=O)COC(=O)C1CCC(C(C)(C)C)CC1 (configuration not stated) | -0.6 | 9.8 | 13.9 | 106.0 | 19.8 | 3.5 | 3.0 | -19.1 | 99.0
NC(=O)CNC(=O)C1CCN(S(=O)(=O)c2ccc(-n3cnnn3)cc2)CC1 | 4.4 | 1.4 | 46.2 | 97.0 | 12.7 | 4.3 | -11.0 | 1.9 | 87.0
Cc1ccc(S(=O)(=O)Nc2ccc3[nH]ccc3c2)cc1 | -1.6 | 3.5 | 28.6 | 100.0 | 16.4 | 4.8 | 2.0 | -2.0 | 101.0
CCc1c(C)sc(NC(=O)CSc2nc3c(c(C(F)(F)F)n2)CCc2ccccc2-3)c1C#N | -19.0 | 1.1 | 45.2 | 98.0 | 32.3 | 6.4 | 7.0 | -1.0 | 95.0
C=CCNC(=O)CCC(=O)NNc1nc2ccccc2c2nc(-c3ccccc3)nn12 | -2.1 | -0.5 | -0.8 | 100.0 | 5.7 | 2.5 | 4.0 | -16.1 | 101.0
CCCCC(=NCCO)C1=C(O)C(C(=O)OC)C(C)(C)CC1=O (configuration not stated) | 0.8 | -1.5 | 18.0 | 104.0 | 37.1 | -12.4 | 5.0 | -10.7 | 103.0

New compounds follow:
SMILES | GPR7 antagonist | OXTR ag | PHOSPHO1 inh | MEKK3 PB1 HTS | NALP1 inh | M18AAP inhibitor | MEKK2 mut-MEK5 | DNA FID counter | MEKK2 WT-MEK5
CC(C)(C)NC(=O)NC(=O)COC(=O)C1CC(=O)N(Cc2ccccc2)C1 (configuration not stated) | -0.8 | 0.2 | -1.5 | 106.0 | 21.0 | 0.5 | 4.0 | -15.3 | 108.0
Cc1cccnc1NC(=O)CCc1nnc2ccc(N3CCC4(CC3)OCCO4)nn12 | 7.5 | 0.1 | 18.1 | 100.0 | 15.8 | -8.0 | 6.0 | -13.4 | 102.0
CCC(C(=O)NCCCN1CCCCCC1)n1nc(C)c2sc3ccccc3c2c1=O (configuration not stated) | -6.4 | 0.0 | 2.8 | 102.0 | 5.6 | -8.9 | 5.0 | 0.1 | 97.0
COCCCNC(=S)NNC(=S)Nc1ccc(OC)cc1 | -8.0 | -2.6 | 8.1 | 91.0 | nt | 49.2* | -7.0 | -7.1 | 87.0
NC(=O)c1nsc(C(=O)N(c2cccc(F)c2)C(C(=O)NCc2ccccc2)c2ccc(O)cc2)c1N (configuration not stated) | -10.9 | 5.9 | 12.0 | 100.0 | 24.3 | 1.4 | -3.0 | -15.9 | 94.0
CS(=O)(=O)N1CCN(c2ccc(NC(=O)c3cc4ccccc4o3)cc2)CC1 | -16.9 | 1.0 | nt | 104.0 | nt | -2.3 | 1.0 | -10.5 | 103.0
Cc1cc(C)n(C(=O)CNC(=O)c2ccccc2Br)n1 | -11.9 | -0.2 | 30.2 | 100.0 | 6.8 | -7.5 | 2.0 | -3.1 | 101.0
O=C(CC1CCCC1)OCn1nnc2ccccc2c1=O | 16.5 | -1.3 | -13.6 | 80.0 | 4.9 | -2.2 | -9.0 | -7.5 | 82.0
Cc1ccc2nc(NC(=S)NC(=O)c3ccco3)sc2c1 | -4.2 | -0.3 | -2.6 | 98.0 | 18.9 | 10.8 | 0.0 | -4.2 | 94.0
CCCCNC(=O)Oc1c(Br)cc2sc(=O)oc2c1Br | -10.0 | -1.1 | 41.6 | 98.0 | nt | 29.6* | -14.0 | -2.9 | 99.0
Cc1ccccc1/C=C1\C(=O)Nc2ccc(F)cc21 | -12.7 | 0.9 | -15.4 | 105.0 | 33.6 | 15.3 | 4.0 | -14.3 | 106.0
O=C(/C=C/c1ccco1)Nc1ccccn1 | 7.2 | -0.7 | 3.0 | 119.0 | 22.6 | -1.3 | 0.0 | -2.1 | 104.0
Cc1ccc(Cn2nnc3c(=O)[nH]c(C4CCN(S(=O)(=O)Cc5ccccc5)CC4)nc32)cc1 | 5.3 | -0.2 | 32.3 | 101.0 | 22.1 | 4.8 | -11.0 | -29.1 | 96.0
CN1C(=O)C(CC(=O)N2CCN(C(c3ccccc3)c3ccccc3)CC2)N(C)C1=O (configuration not stated) | -16.3 | 0.1 | -3.3 | 1.0*[inhibitor] | 6.4 | 6.6 | -17.0 | -21.4 | 1.0*[inhibitor]
c1ccc(-c2nnc(-c3ccccn3)c(-c3ccccn3)n2)nc1 | -13.8 | -0.1 | 13.9 | 103.0 | nt | 2.8 | 5.0 | -6.0 | 103.0
COc1ccccc1C(=O)Nc1nnc(SCC(=O)NC2CCCC2)s1 | -14.6 | -0.7 | 12.5 | 99.0 | 10.7 | -7.6 | 0.0 | -27.0 | 100.0
Cc1ccc(S(=O)(=O)N2CCC(C(=O)OC(C)C(=O)NCc3ccc4c(c3)OCO4)CC2)cc1 (configuration not stated) | -10.4 | 0.2 | 20.1 | 100.0 | 0.4 | -2.8 | -3.0 | -0.2 | 94.0
O=C(OCC(CO)OC(CO)n1ccc(=O)[nH]c1=O)c1ccccc1 (configuration not stated) | -3.3 | -0.2 | 20.8 | 104.0 | 10.4 | -8.0 | 2.0 | -1.3 | 101.0
O=C(NC1CCCCCC1)C1CC(=O)N(Cc2ccccc2)C1 (configuration not stated) | 1.3 | 0.3 | 13.9 | 102.0 | -8.0 | -5.9 | 2.0 | -6.3 | 102.0
O=C(Cn1c2ccc(F)cc2c2nc3n(c(=O)c21)CCS3)Nc1ccc(Cl)cc1F | -6.1 | -0.2 | 32.0 | 116.0 | 11.4 | -9.5 | -1.0 | 1.8 | 113.0
CCSCc1nnc(SCC(=O)Nc2nccs2)n1CC | -17.8 | 0.8 | 60.0* | 102.0 | -4.8 | 0.0 | 2.0 | -7.5 | 99.0
Cc1occc1C(=O)NCc1ccccn1 | 0.9 | -0.1 | -13.9 | 100.0 | 23.9 | 14.4 | -1.0 | -14.9 | 101.0
Oc1ccc(Cl)cc1CNCC1CCCO1 (configuration not stated) | 0.8 | 1.2 | 32.0 | 98.0 | 5.0 | -9.2 | -1.0 | 8.8 | 98.0
C/C(=N\OCC(=O)Nc1ccc2c(c1)OCCO2)c1ccc2c(c1)OCCO2 | -2.7 | 1.0 | 6.0 | 101.0 | 38.6 | 0.0 | 14.0 | -24.4 | 92.0
CC(C)(C)C(=O)NCCn1ccc2ccccc21 | -9.2 | 0.2 | 42.3 | 94.0 | 24.5 | 2.0 | 0.0 | -3.8 | 96.0
CC(=O)N1CCc2c(sc3c2c(=O)n(-c2ccccc2)c(=O)n3CC(=O)NCC2CCCO2)C1 (configuration not stated) | -8.9 | 1.8 | 1.8 | 98.0 | 3.0 | -0.8 | -3.0 | -6.3 | 100.0

Assay outcomes from PubChem BioAssay.
